OXTR ag: human OXTR agonists, primary screen, fluorescence, CHO-OTR cells, Fluo-8 calcium | actives 0.32% (n = 320,000) | activation, % at 3 µM | Fluo-8 calcium fluorescence; normalized: DMSO 0%, oxytocin 100% | Oxytocin receptor (Homo sapiens), P30559;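 active = activation above the mean of all tested compounds plus 3 SD, cutoff set per screening run, cut at about 20% in these data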;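 also: peak over basal fluorescence ratio from a 100 s FLIPR kinetic read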
Target sequence (P30559 whole entry, looked up): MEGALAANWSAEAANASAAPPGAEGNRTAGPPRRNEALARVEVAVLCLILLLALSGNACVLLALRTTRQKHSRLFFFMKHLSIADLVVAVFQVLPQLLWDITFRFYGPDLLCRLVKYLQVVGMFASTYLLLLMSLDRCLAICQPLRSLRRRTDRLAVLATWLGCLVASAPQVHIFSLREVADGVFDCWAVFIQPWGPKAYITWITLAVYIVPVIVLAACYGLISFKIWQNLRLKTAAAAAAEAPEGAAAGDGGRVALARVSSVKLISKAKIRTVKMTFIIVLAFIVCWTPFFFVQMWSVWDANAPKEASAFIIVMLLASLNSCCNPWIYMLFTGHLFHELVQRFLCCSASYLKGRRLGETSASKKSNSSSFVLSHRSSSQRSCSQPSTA
GPR7 antag: GPR7 receptor antagonists, primary screen, cell-based, fluorescence, single concentration. Neuropeptides B/W receptor type 1 (Homo sapiens), P48145. GPR7-expressing cells, fluorescence antagonist assay. inhibition, % at 4.4 µM. actives 1.1% (n = 290,000); in the data active = inhibition above about 16%, passing the limit was not always enough;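 also: cells stimulated with the agonist NPW; 0% = agonist with vehicle and 100% = vehicle without agonist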
Target sequence (P48145 whole entry, looked up): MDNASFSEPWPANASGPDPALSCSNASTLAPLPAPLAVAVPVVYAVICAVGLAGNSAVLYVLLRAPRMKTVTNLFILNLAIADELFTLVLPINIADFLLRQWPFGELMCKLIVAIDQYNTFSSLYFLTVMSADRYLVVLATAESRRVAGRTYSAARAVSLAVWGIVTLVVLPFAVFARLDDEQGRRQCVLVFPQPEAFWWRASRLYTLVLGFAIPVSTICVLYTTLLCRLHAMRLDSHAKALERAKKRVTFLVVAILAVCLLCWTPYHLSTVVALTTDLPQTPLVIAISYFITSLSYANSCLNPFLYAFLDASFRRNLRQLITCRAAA
DNA FID counter: compounds displacing fluorescent DNA intercalator, primary screen, artefact control for HCV NS3 helicase inhibitor project, biochemical, FID fluorescence; DNA fluorescent intercalator displacement; inhibition, % at 7.9 µM; actives 0.17% (n = 290,000); AID 1845, 2009; in the data active = inhibition above about 37%;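 also: 0% = vehicle and 100% = reference compound; higher means more ethidium bromide displaced from hairpin DNA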
MEKK2 mut-MEK5: MEK5 binding signal on mutant MEKK2 PB1, primary screen, biochemical, multiplex bead flow cytometry, Alexa488-MEK5; Alexa488-MEK5 binding to MEKK2 mutant; percent response, % at 10 µM; actives 0.35% (n = 290,000); AID 1530, 2009; in the data active = percent response above about 24%, passing the limit was not always enough; also: inactives centre near 1; some results filed as inactive read as strong as hits; reference of the scale not given here
MEKK2 WT-MEK5: modulators of MEK5 binding to wildtype MEKK2, primary screen, biochemical, multiplex bead flow cytometry, Alexa488-MEK5. Mitogen-activated protein kinase kinase kinase 2 (Homo sapiens), Q9Y2U5. Alexa488-MEK5 binding to MEKK2 WT; actives lie on both sides. binding response (% of control), % at 10 µM. actives 1.1% (n = 290,000); in the data active = binding response below about 67% or above about 130%
NALP1 yeast inh: NALP1 inflammasome inhibitors in reconstituted yeast, colorimetric, S. cerevisiae, triplicate retest | actives 0.61% (n = 280,000) | S. cerevisiae NALP1/ASC/caspase-1 growth, X-gal OD620, 72 h | AID 2071, 2009 | inhibition, % at 10 µM; in the data active = inhibition mostly above about 24%, no sharp cut-off; inactive = mostly below about 32%; also: some compounds called inactive have numbers as strong as hits
M18AAP inhibitor: PfM18AAP inhibitors, malaria aminopeptidase, primary screen, biochemical, QFRET, recombinant enzyme; M18 aspartyl aminopeptidase (Plasmodium falciparum 3D7); H-Glu-NHMec fluorogenic cleavage; inhibition, % at 7.35 µM; actives 1.2% (n = 290,000);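 active = inhibition above the campaign mean inhibition over all tested compounds plus 3 SD, cut at about 28% in these data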;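 also: 0% = plate median of test compound wells and 100% = 2 mM ZnCl2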
MEKK3 PB1 HTS: modulators of MEKK3-MEK5 PB1 binding, primary screen, biochemical, wildtype MEKK3, multiplex bead flow cytometry, Alexa488-MEK5; Mitogen-activated protein kinase kinase kinase 3 (Homo sapiens), Q99759; bead-based flow cytometry, Alexa488-MEK5 binding to MEKK3; actives lie on both sides; 0 = blocked by unlabeled MEK5, 100 = vehicle; binding response (% of control), % at 10 µM; actives 1.4% (n = 290,000); AID 1529, 2009;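 active = binding response more than 3 SD above or below the average of its plate-row segment, actives on both sides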;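 also: Alexa488 bead fluorescence after subtracting the streptavidin-only scavenger bead signal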
PHOSPHO1 inh: PubChem AID 1565; recombinant PHOSPHO1, absorbance phosphatase assay; inhibition, % at 13.3 µM; actives 1.1% (n = 290,000); in the data active = inhibition above about 60%
Target sequence (Q8TCT1 whole entry, looked up): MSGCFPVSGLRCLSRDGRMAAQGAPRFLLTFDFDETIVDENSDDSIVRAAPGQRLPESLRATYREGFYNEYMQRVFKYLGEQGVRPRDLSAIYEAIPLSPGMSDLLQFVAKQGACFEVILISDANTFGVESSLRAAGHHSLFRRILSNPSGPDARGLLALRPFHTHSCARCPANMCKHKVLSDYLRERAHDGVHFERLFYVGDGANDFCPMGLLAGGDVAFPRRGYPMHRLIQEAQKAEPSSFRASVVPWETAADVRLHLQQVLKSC
The depositor's hits bear a star; . = not tested or not shown; [ ] = remark or other dose.

SMILES	OXTR ag	GPR7 antag	DNA FID counter	MEKK2 mut-MEK5	MEKK2 WT-MEK5	NALP1 yeast inh	M18AAP inhibitor	MEKK3 PB1 HTS	PHOSPHO1 inh
CCCCc1ccc(NC(=O)N[C@@H](CC(C)C)C(=O)O)cc1	-0.2	-17	-34	7	112	-39	11	2.0*[inhibitor]	2
Cc1ccc(N=Cc2sc(O)c3ccccc23)cc1	29*	-12	-7	1	99	28	8	109	26
COc1ccc(CCNC(=O)CSc2nc3sc(C(=O)O)c(C)c3c(=O)[nH]2)cc1OC	0.0	-8	-2	-5	98	8	-3	99	2
CC(C)NC(=O)c1cccc2c1-c1ccccc1C2=O	-1.4	-15	-1	8	106	16	-3	107	31
COC(=O)c1cc2occc2n1Cc1nc(-c2ccc(Cl)cc2)oc1C	-1.0	-2	-1	-3	100	16	-4	104	-9
CC(C)(C)NC(=O)C1CN(S(=O)(=O)c2ccccc2)CCN1S(=O)(=O)c1ccccc1 (stereo not given)	-1.5	-7	-14	-3	95	15	5	92	-1
O=C(NC1CCCCC1)c1cc([N+](=O)[O-])[nH]n1	1.8	-2	0	-2	97	18	5	102	-16
COc1ccc2nc(NC(=O)C3CCN(S(=O)(=O)c4cccc5nsnc45)CC3)sc2c1	9.5	-15	-3	7	112	4	-2	113	36
Cc1ccsc1C(=O)N1CCCC(CO)(Cc2ccccc2)C1 (stereo not given)	2.7	12	-35	4	102	7	-4	101	18
O=C(COC(=O)c1cncc(Br)c1)NC1CCCC1	-0.1	-4	-7	-15	71	-12	-4	73	16
CCn1cc(CCC(=O)NCc2ccccc2OC)c2ccccc21	-2.0	-4	-25	14	111	18	0	110	50
CCCNC(=O)Cc1ncn[nH]1	0.6	-16	-4	-1	95	-6	23	99	21

In the list so far, two contain a halogen.
SMILES	OXTR ag	GPR7 antag	DNA FID counter	MEKK2 mut-MEK5	MEKK2 WT-MEK5	NALP1 yeast inh	M18AAP inhibitor	MEKK3 PB1 HTS	PHOSPHO1 inh
COC(=O)c1cc2occc2n1Cc1nc(-c2ccc(Cl)cc2)oc1C	-1.0	-2	-1	-3	100	16	-4	104	-9
O=C(COC(=O)c1cncc(Br)c1)NC1CCCC1	-0.1	-4	-7	-15	71	-12	-4	73	16

(listing goes on)
SMILES	OXTR ag	GPR7 antag	DNA FID counter	MEKK2 mut-MEK5	MEKK2 WT-MEK5	NALP1 yeast inh	M18AAP inhibitor	MEKK3 PB1 HTS	PHOSPHO1 inh
N#Cc1nc(-c2ccco2)oc1NCc1ccccc1Cl	-1.8	-18	-16	-1	102	.	-1	102	27
Cc1ccc(-n2c(-c3ccco3)nc3nc4ccccc4nc32)cc1F	-0.2	-5	-2	.	.	32	-3	.	-19
Cc1cc(C(=O)COC(=O)c2ccccc2O)c(C)n1Cc1cccs1	2.0	-7	0	-5	95	5	0	88	3
O=C(c1ccco1)N1CCN(CC(=O)N2c3ccccc3CCc3ccccc32)CC1	3.1	-5	-28	1	100	0	-10	102	-3
Cc1cccc(C)c1N1C(=O)CC(N2CCSCC2)C1=O (stereo not given)	-0.5	5	-3	8	100	.	-29	104	38
O=[N+]([O-])c1cccc2c3c([nH]c12)CCCC3	-1.1	-7	2	-14	95	.	2	90	46
O=C(Nc1ccc2c(c1)ncn2C1CCCCC1)c1ccco1	3.5	14	-19	1	104	-4	7	104	20
CCn1nc(NS(=O)(=O)c2ccc([N+](=O)[O-])cc2)c2cc3cccc(C)c3nc21	0.8	-2	-13	3	101	22	5	99	28
Cc1cc(C)c(S(=O)(=O)N2CCCCC2)c(C)c1-n1ncnn1	1.2	5	-10	4	107	8	3	108	-4
CCN1C(N(C)CCc2cccs2)=N[C@@H](c2ccccc2)C(C(=O)OC)=C1C	1.3	23	4	0	109	23	2	102	-114
OCCSc1nc2ccccc2n1CCOc1ccccc1	1.1	-5	-11	4	104	-2	-6	102	23
CC1(C)C(=O)Nc2ccccc2N1C(=O)Cn1ncc(Cl)c(Cl)c1=O	-0.3	-17	-13	11	99	7	3	101	-6
COc1ccc(OC)c(NC(=O)CCC(=O)Oc2ccc(C)cc2)c1	-0.5	-11	-2	2	96	-7	-2	95	19
COc1cc(/C=N/N=C2/C(=O)Nc3ccccc32)cc(OC)c1O	-1.8	-6	3	1	105	19	21	100	-1
O/N=C(/CCc1ccccc1)c1ccc2c(c1)OCCO2	-2.1	-1	-14	1	97	21	-3	100	34
N#Cc1c(N)nc2c(c1-c1ccncc1)CCCC2	0.8	13	-4	-4	95	-6	-6	99	9
CC(C)(Oc1ccc(CCNC(=O)c2ccc(-c3ccccc3)o2)cc1)C(=O)O	0.7	-4	-42	19	105	25	-7	100	1
Cc1cccc(NS(=O)(=O)c2ccc(C)c(C(=O)OCC(=O)Nc3cc(C)on3)c2)c1	-0.5	-2	-18	0	91	4	-6	103	-2
Cc1[nH]n(-c2ccccc2)c(=O)c1/C=N\NC(=O)C1COc2ccccc2O1 (stereo not given)	-2.0	5	-8	28	112	25	1	112	4
O=C(CS(=O)(=O)c1ccccc1)c1ccc2c(c1)OCCO2	0.2	18*	-10	4	102	3	-3	109	-21
CC(=O)Nc1ccc(S(=O)(=O)Nc2nc3ccccc3nc2Nc2ccc3ccccc3c2)cc1	8.6	6	0	-1	97	16	-1	119	10
O=C(Nc1nccs1)c1ccc([N+](=O)[O-])cc1Cl	-0.4	-3	-3	4	102	17	0	101	14
Cc1oc2ccc(O)c(CN3CCOCC3)c2c1C(=O)c1ccc(Cl)cc1	-1.4	-2	0	-5	94	-14	10	102	16
COc1ccc(CCNC(=O)Cc2cccs2)cc1OC	0.2	-3	1	-7	96	-17	-2	105	53
O=C(CCCn1c(=S)[nH]c2cc3c(cc2c1=O)OCO3)N1CCN(c2ccccc2F)CC1	-1.3	-15	10	0	97	.	-16	103	3
CCc1ccc(NC(=O)c2noc(C(C)C)c2[N+](=O)[O-])cc1	-2.5	-18	3	0	100	1	6	103	-32
COc1cc2[nH]c(=S)nc(NCCc3ccc(S(N)(=O)=O)cc3)c2cc1OC	-0.1	-9	-1	.	.	-27	10	.	-58
COc1nc(OC)nc(N2CCC(C(=O)NCC3CCCCC3)CC2)n1	-0.6	-7	-7	0	101	2	-3	99	6
COc1ccccc1C/C(N)=N/OC(=O)COc1cccc(C)c1	-2.1	21	-14	-11	76	36	0	79	-5
CC1C(C#N)=C(N)OC2=C1C(=O)CCC2 (stereo not given)	-0.3	-5	2	-11	95	34	-4	97	-18
CCCn1c(N)c(C(=O)CSc2nnc(Cc3ccccc3)o2)c(=O)n(C)c1=O	19	-3	-11	-3	102	-6	-8	102	23
CC(=O)Oc1cc2c3c(c1)/C(=C1/SC(=S)NC1=O)C(=O)N3C(C)(C)C=C2C	-2.1	-6	-9	-16	86	8	7	91	-44
O=C(CSc1nc2ccccc2[nH]1)N/N=C/c1ccncc1	1.0	-11	-11	3	101	1	18	103	42
CCCC(=N)C1=C(O)CC(CC(C)SCC)CC1=O (stereo not given)	-0.7	9	-3	-1	102	16	2	102	10
CN(C)S(=O)(=O)N1CCN(c2ccc([N+](=O)[O-])c(N3CCCCC3)c2)CC1	0.5	-13	-16	2	104	-20	0	106	10
Cc1c(N)cc[n+](CC(=O)c2ccccc2)c1C	1.1	5	-2	-12	90	-18	5	104	12
Cc1ccc2oc(=O)c3cnn(CC(=O)N(CCCN4CCOCC4)Cc4ccco4)c3c2c1	-0.2	-1	7	9	110	2	-3	109	2
CSc1ccc(Cl)c(C(=O)OCC(=O)Nc2ccccc2OC(F)F)c1	-1.9	-2	-16	-1	102	24	3	103	-14
CC(C)(C)OC(=O)CNC(=O)c1[nH]cnc1C(=O)N[C@@H](Cc1ccccc1)C(=O)OC(C)(C)C	-1.2	.	.	5	100	.	.	106	26
N#Cc1c(N(CCO)CCO)nc(N)c2c(N)nc3c(c12)CC(=O)N3CC1CCCO1 (stereo not given)	-0.4	-13	-1	-17	87	-6	6	91	-10
Cc1ccsc1C(=O)N1CCC(CO)(Cc2ccccc2)CC1	0.8	-3	-29	-13	91	-1	-2	103	41
Cc1ccc(OCCOC(=O)c2c(-c3ccccc3)noc2C)cc1	-0.9	-18	-19	-3	105	23	-5	104	11
O=C(CNS(=O)(=O)c1cccc2nonc12)NCc1ccc(F)cc1	-1.5	-2	0	1	94	7	2	92	-8
NC(=O)c1nsc(C(=O)N(c2ccc(Cl)cc2)C(C(=O)NCC2CCCO2)c2cccs2)c1N (stereo not given)	0.6	-3	2	-10	94	5	-6	97	8
COc1ccc(CCNC(=O)C(C)Sc2ccc(C)cc2)cc1OC (stereo not given)	0.0	-9	-26	0	97	33	-5	94	-2
Cc1cc(C)cc(N(CC(=O)NCc2ccco2)C(=O)CCC(=O)Nc2nccs2)c1	0.9	-2	-16	-11	88	-22	-4	89	-3
COc1ccc(C(=O)SC2=NCCS2)cc1	-0.9	-10	-2	-2	-11*[inhibitor]	-54	-4	-2.0*[inhibitor]	14
O=C(O)c1ccc2c(c1)C(=O)N(Cc1ccccc1)C2=O	1.6	-4	-5	1	105	14	-11	103	18
CCc1ccc(OCc2nnc(SCC(=O)N3CCN(c4ccccc4)CC3)o2)cc1	2.0	-10	-4	-5	92	-1	-2	99	6
CCOc1ccc(Nc2nc(N)nc(CCl)n2)cc1	-2.2	-4	1	-26	85	8	-16	67	33
Cc1ccc(C2=NS(=O)(=O)N(C)C(C(=O)Nc3ccc4c(c3)OCO4)=C2)cc1	11	7	-18	0	90	16	6	96	12
O=C1C(=O)N(CCO)C(c2ccccc2[N+](=O)[O-])/C1=C(\O)c1ccccc1 (stereo not given)	1.2	-2	1	9	107	17	13	110	-10
CCOc1cc(CNCCCN2CCOCC2)cc(Cl)c1OCC(=O)NC(C)(C)C	1.6	-2	28	-2	100	15	-5	98	.
COc1cc(OC)cc(C(=O)N[C@H](C(=O)NCc2ccco2)C(C)C)c1	-0.9	-2	-10	-5	95	12	3	98	15
O=C(NCc1ccccn1)c1nc(-c2ccc(C(F)(F)F)cc2)no1	5.0	-8	-8	-3	102	24	5	98	32
CS(=O)(=O)N(Cc1ccccc1)c1ccc(C(=O)NCc2ccccc2)cc1	5.9	1	-32	3	99	7	-13	104	-24
O=C(CC12CC3CC(CC(C3)C1)C2)NC(=S)N1CCCCC1	-2.1	-3	-5	12	106	10	-2	101	-6
Cc1cc(NCc2ccco2)n2ncnc2n1	3.0	-15	-1	-1	104	24	-3	103	-2
CCCCCCNC(=O)C(C#N)c1nc2ccccc2nc1N1CCCC1 (stereo not given)	-0.8	-12	-20	6	99	15	1	110	36
O=C(c1ccco1)N1CCN(c2ccc(S(=O)(=O)N3CCCC3)cc2)CC1	1.4	0	-8	6	109	-3	-17	107	-2
Cc1ccc(Cn2ccc(NC(=O)c3cc(C(C)C)on3)n2)cc1	-2.6	-9	-23	-12	89	-10	5	85	-4
CCn1cc(C(=O)NCc2ccccc2)c(=O)c2cc(F)c(N3CCN(C(=O)c4ccco4)CC3)cc21	-0.6	3	-7	2	108	-6	0	106	8

Source: PubChem BioAssay
